Bioassay records: PubChem BioAssay, National Center for Advancing Translational Sciences (NCATS)
Vif-APOBEC3F blk: qHTS for Inhibitors of Vif-A3F Interactions: qHTS; AID 602313, 2012; HeLa A3F-eYFP + Vif (tagged APOBEC3F with the HIV-1 protein that degrades it), YFP fluorescence increase; 0.2% of 390,000 active; Potency, µM (highest dose often 46.1 µM), for inactives: at the top dose activity, negative = active; further: % of control where 0% means no effect; nearly all actives have a fitted effect of over 65% in size
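HeLa cells stably expressing Vif plus C-terminally eYFP-tagged A3F were seeded, incubated overnight at 37 deg C, dosed with compound, incubated overnight again at 37 deg C. Yellow fluorescence (Ex 488/Em 500-530) reported blocked Vif-mediated A3F-eYFP degradation.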
USP1 inh: Inhibitors of USP1/UAF1: Primary Screen | Ubiquitin carboxyl-terminal hydrolase 1 (Homo sapiens), O94782 | recombinant USP1/UAF1, Ub-Rhodamine cleavage fluorescence | Potency, µM (top dose mostly 57.1 µM), inactives show at the top dose activity change, negative = inhibition, most hits filed as inhibitors | 0.23% of 390,000 active | AID 743255, 2014; further: on the % scale 0 is the no-effect control and ±100 the full control effect; nearly all actives have a fitted effect of over 60% in size; inactives centre near -12
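In this screen, compounds sit with the deubiquitinase complex (1nM) for 15 min at room temperature before Ub-Rho is added at 150nM final. Fluorescence rise is then followed for 6 reads every 60 seconds.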
RXFP1 ag: qHTS Assay for Agonists of the Relaxin Receptor RXFP1; HEK293T-RXFP1 cAMP TR-FRET, 30 min; response scale: percent of porcine relaxin response, buffer zero; Potency, µM (top dose mostly 57.5 µM), for inactives: top-dose activation, actives largely listed as activators; 0.3% of 370,000 active; AID 2676, 2010; further: on the % scale 0 is the no-effect control and ±100 the full control effect; nearly all actives have a fitted effect of over 60% in size; many of its hits are not listed in these tables
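Agonist response is measured as cAMP accumulation in an RXFP1-transfected HEK293T line under PDE4 inhibition. Values are scaled between buffer-only and 29 nM porcine relaxin, and EC50s come from standard Hill equation fits.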
12-LOX inh: Primary qHTS assay for inhibitors of human arachidonate 12S-lipoxygenase (ALOX12): Round 2; purified 12hLO, xylenol orange hydroperoxide absorbance; Polyunsaturated fatty acid lipoxygenase ALOX12 (Homo sapiens), P18054; Potency, µM (highest dose often 108 µM), inactives show at the top dose activity change, negative = inhibition, actives largely listed as inhibitors; AID 1671190, 2021; 1.1% of 580,000 active; further: on the % scale 0 is the no-effect control and ±100 the full control effect
Target sequence (P18054 whole entry, looked up): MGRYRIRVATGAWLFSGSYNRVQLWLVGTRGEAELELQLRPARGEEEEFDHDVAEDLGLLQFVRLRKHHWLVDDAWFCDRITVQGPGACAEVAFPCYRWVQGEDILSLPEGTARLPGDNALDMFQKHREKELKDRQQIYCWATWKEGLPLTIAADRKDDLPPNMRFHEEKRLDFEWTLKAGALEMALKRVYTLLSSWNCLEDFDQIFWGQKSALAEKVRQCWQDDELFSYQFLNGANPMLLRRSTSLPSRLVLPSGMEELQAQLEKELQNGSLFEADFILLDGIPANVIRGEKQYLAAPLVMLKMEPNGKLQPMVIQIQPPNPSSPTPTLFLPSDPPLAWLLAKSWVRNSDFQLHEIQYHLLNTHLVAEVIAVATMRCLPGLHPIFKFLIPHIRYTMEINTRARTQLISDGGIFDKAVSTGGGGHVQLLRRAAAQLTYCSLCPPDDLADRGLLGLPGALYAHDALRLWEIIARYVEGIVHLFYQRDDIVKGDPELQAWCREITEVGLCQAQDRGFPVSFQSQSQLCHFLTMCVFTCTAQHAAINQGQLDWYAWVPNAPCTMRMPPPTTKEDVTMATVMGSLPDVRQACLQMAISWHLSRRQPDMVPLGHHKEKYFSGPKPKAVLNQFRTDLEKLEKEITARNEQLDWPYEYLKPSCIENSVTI
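Purified human 12hLO (150 nM final) in 25 mM Hepes, 0.01% Triton X-100, pH 7.0 was preincubated 15 min at room temperature with compound. Then 40 uM arachidonic acid was added, 30 min. Hydroperoxide was read by Fe-XO absorbance ratio 573/405 nm.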
IDH1 R132H inh: qHTS for Inhibitors of mutant isocitrate dehydrogenase 1 (IDH1): qHTS; Isocitrate dehydrogenase [NADP] cytoplasmic (Homo sapiens), O75874; IDH1-R132H enzyme, NADPH consumption, diaphorase/resazurin fluorescence; Potency, µM (top dose mostly 76.6 µM), for inactives: top-dose activity change, negative = inhibition, most hits filed as inhibitors; 0.093% of 390,000 active; AID 602179, 2012; further: on the % scale 0 is the no-effect control and ±100 the full control effect; nearly all actives have a fitted effect of over 65% in size
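IDH1-R132H (0.5 ug/mL dispensed) in pH 7.5 Tris buffer was preincubated 30 min with compound, then given a substrate mix of 0.016 mM NADPH and 2 mM alpha-KG for 80 min at room temperature; remaining NADPH was read by diaphorase/resazurin fluorescence.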
TrxR1 substrate: qHTS Assay for Substrates of Mammalian Selenoprotein Thioredoxin Reductase 1 (TrxR1): qHTS | Thioredoxin reductase 1, cytoplasmic (Rattus norvegicus), O89049 | purified TrxR1 substrate turnover, NADPH consumption readout | Potency, µM (titrated, usually from 114 µM), inactives show at the highest dose activity change, negative = substrate turnover | 0.01% of 390,000 active; further: on the % scale 0 is the no-effect control and ±100 the full control effect; nearly all actives have a fitted effect of over 50% in size
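Rat TrxR1, dispensed at 90 nM, was prereduced with 400 uM NADPH (final) for 5 min at ~22 deg C, then incubated with compound 15 min before 400 uM selenite. A first-read NADPH fluorescence drop versus no-compound background flagged substrates.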
Vif-APOBEC3G blk: qHTS for Inhibitors of Vif-A3G Interactions: qHTS. DNA dC->dU-editing enzyme APOBEC-3G (Homo sapiens), Q9HC16. HeLa A3G-eYFP + Vif (tagged APOBEC3G with the HIV-1 protein that degrades it), YFP fluorescence, overnight. Potency, µM (doses to about 46.1 µM), without a hit: at the highest dose activity, negative = active, actives largely listed as inhibitors. 0.076% of 410,000 active. AID 602310, 2012;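 further: on the % scale 0 is the no-effect control and ±100 the full control effect; nearly all actives have a fitted effect of over 60% in size; hits raise eYFP signal because A3G escapes Vif-driven loss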
Target sequence (Q9HC16 whole entry, looked up): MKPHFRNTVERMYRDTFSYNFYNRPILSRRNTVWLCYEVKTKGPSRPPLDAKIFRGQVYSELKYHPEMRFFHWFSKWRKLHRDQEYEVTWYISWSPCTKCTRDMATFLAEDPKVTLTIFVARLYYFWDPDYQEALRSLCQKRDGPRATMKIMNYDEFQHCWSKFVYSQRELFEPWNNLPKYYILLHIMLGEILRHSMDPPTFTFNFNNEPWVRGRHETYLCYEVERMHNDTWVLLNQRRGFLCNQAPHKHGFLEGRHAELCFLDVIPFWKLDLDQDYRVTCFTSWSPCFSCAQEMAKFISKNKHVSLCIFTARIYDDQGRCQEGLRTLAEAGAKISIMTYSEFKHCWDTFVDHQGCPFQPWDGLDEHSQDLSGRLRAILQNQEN
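Read-out is eYFP fluorescence (Ex 488/Em 500-530) from Vif-expressing HeLa A3G-eYFP cells; more signal means A3G escaped Vif-mediated degradation. Cells plated overnight, compound pinned in, incubated overnight at 37 deg C.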
rTrxR1 inhibitor: qHTS Assay for Inhibitors of Mammalian Selenoprotein Thioredoxin Reductase 1 (TrxR1): qHTS | 1% of 390,000 active | recombinant rTrxR1, NADPH fluorescence consumption, selenite substrate | AID 588453, 2011 | Thioredoxin reductase 1, cytoplasmic (Rattus norvegicus), O89049 | Potency, µM (doses to about 114 µM), without a hit: at the top dose activity change, negative = inhibition, actives largely listed as inhibitors; further: on the % scale 0 is the no-effect control and ±100 the full control effect; nearly all actives have a fitted effect of over 65% in size
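Rat TrxR1 (90 nM in the dispensed reagent) was pre-reduced with 400 uM NADPH for 5 min at room temperature, then incubated with compound for 15 min. After 400 uM selenite was added, NADPH fluorescence (Ex 340/Em 450 nm) was followed for 8 min.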
RGS4 inhibitor: Inhibitors of Regulator of G Protein Signaling (RGS) 4: qHTS; Regulator of G-protein signaling 4 (Homo sapiens), P49798; Transcreener GDP fluorescence polarization, RGS4-accelerated GTP hydrolysis; Potency, µM (top dose mostly 114 µM), inactives show at the top dose activity change, negative = inhibition, actives largely listed as inhibitors; 0.039% of 390,000 active; AID 504845, 2011; further: on the % scale 0 is the no-effect control and ±100 the full control effect; nearly all actives have a fitted effect of over 75% in size; some results filed as inactive show a strong effect at the top dose
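MLSMR compounds (23 nl, pin-transferred) preincubated 10 min at room temperature with a 500nM (2x) first reagent, then RGS4 at 900nM (2x) plus Transcreener GDP mix added; fluorescence polarization (620/688 nm) read before and after 90 min at 30 °C.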
Active calls of the source: *; ? = inconclusive; nt = not tested or not shown; [ ] = remark or other dose. The call rests on the fitted dose curve; in most records, active means well fitted curve in the direction sought with a large enough effect; inconclusive means small, poorly fitted or top-dose-only effect, or another doubt; inactive means no such curve, though single readings can be large; an effect the other way counts as inactive or inconclusive. Potency means the concentration at half of the fitted maximal effect. Some of the compounds tested; rates above refer to the full screens.

SMILES	rTrxR1 inhibitor	IDH1 R132H inh	Vif-APOBEC3G blk	TrxR1 substrate	RGS4 inhibitor	USP1 inh	RXFP1 ag	12-LOX inh	Vif-APOBEC3F blk
O=C(COC(=O)c1cc(S(=O)(=O)N2CCOCC2)c(Cl)cc1Cl)NCc1ccco1	-32%	4%	0%	-5%	-4%	0%	nt	-24%	?
Clc1ccc2oc(-c3ccccc3)cc(=NCCCN3CCOCC3)c2c1	17%[57.1 µM]	3%	-4%	-6%[57.1 µM]	-30%	-12%	0.5%	14µM*	-8%
CCN(CC)S(=O)(=O)c1ccc(C(=O)OCC(=O)Nc2sc3c(c2C#N)CCCCC3)cc1	-3%	-1%	-1%	-9%	-11%	-23%	2.1%	?	1%
Cc1ccc(NC(=O)Nc2ccc(Cl)cc2)c(Br)c1	-2%	5%	-5%	-7%	-11%	-16%	0.2%	-6%	-5%
CCOc1ccccc1NC(=O)CSc1nc(=O)n(Cc2ccncc2)c2c1CCC2	-11%	5%	-1%	-4%	-38%	-8%	-0.4%	-11%	-6%
O=S(=O)(c1ccccc1F)N1CCN(Cc2cc3c(cc2Br)OCCO3)CC1	7%	1%	0%	-6%	?	-6%	1.9%	3%	6%
CCN(CC)CCn1c2c(c(SCC(=O)Nc3nc4ccccc4s3)nc1=O)CCCC2	2%	2%	-2%	0%	-20%	-18%	2.3%	-19%	-18%
O=c1cnnc(N/N=C/c2c[nH]c3ccccc23)[nH]1	-1%	0%	11%	-11%	5%	-21%	2.6%	0%	2%
NC(=O)NCCCC(=O)NCC(c1ccccc1Cl)c1c[nH]c2ccccc12 (stereo not drawn)	11%	10%	-2%	0%	13%	-21%	1.8%	58%[activator]	0%
O=C(Nc1ccc(N2CCCCC2)c(C(=O)O)c1)c1ccco1	-22%	2%	-7%	-1%	-39%	-17%	0.7%	0%[57.4 µM]	-18%
CCCSC1=NC2(CCN(C(=O)NC3CCCCC3)CC2)N=C1c1ccccc1	6%	0%	3%	-2%	-25%	-19%	-2.1%	-19%	0%
C[C@H](CO)N1C[C@H](C)[C@H](CN(C)C(=O)Nc2ccc(C(F)(F)F)cc2)Oc2ncc(-c3cccnc3)cc2C1=O	nt	9%	-4%	nt	nt	-3%	nt	?	-15%
COc1ccc(Cn2c(SCC(=O)N3CCN(c4ccc(F)cc4)CC3)nc3ccccc32)cc1	3%	-6%	-1%	2%	12%	-30%	-0.9%	1%	3%
CCOc1cc(/C=N/NC(N)=O)cc(Br)c1OCc1ccccc1F	-2%	1%	-7%	-8%	-5%	-10%	1.6%	-1%	-10%
CC(C)CCNC(=S)Nc1ccccn1	-10%	10%	-9%	-3%	-29%	-22%	-0.6%	?	-8%
Cc1nc(-c2ccc(Cl)cc2)sc1C1(C)CC(c2ccccc2Br)=NO1 (stereo not drawn)	13%[57.1 µM]	5%	5%	13%[57.1 µM]	11%	13%	nt	?	0%
CCC(=O)Nc1ccccc1-c1nc2ccccc2n(CC(=O)c2ccc(Br)cc2)c1=O	11%	-2%	-2%	3%	0%	-2%	-0.9%	0%	-1%
COc1ccc(CNC(=O)Cn2ncc3c([nH]c4ccccc43)c2=O)cc1	21%	-1%	2%	7%	9%	1%	5.5%	-21%	0%
COc1ccc(CNC(=O)C(=O)NCCCn2ccnc2)cc1	10%	-12%	-2%	5%	8%	-6%	0.5%	-5%	0%
CCn1c(Cc2ccccc2)nnc1SCC(=O)Nc1ccccc1N1CCOCC1	13%	10%	0%	-2%	-33%[56.9 µM]	-9%	-1.8%	-29%	4%
NC(=S)Cc1nc2n(n1)Cc1ccccc1-2	-9%	5%	-1%	-10%	-24%	-5%	1.4%	?	-11%
Cc1ccccc1NC(=O)Cc1nc(CSc2nnc(-c3ccc4c(c3)OCO4)o2)cs1	18%[57.1 µM]	6%	-1%	9%[57.1 µM]	-12%	-27%	-0.2%	0%	-21%
COc1cc2c(=O)c(S(=O)(=O)c3ccc(C)cc3)cn(Cc3cccc(C)c3)c2cc1OC	10%	2%	-1%	3%	-11%	-13%	2.1%	-18%	-12%
O=c1[nH]c2ccc(Cl)cc2c(-c2ccccc2)c1N1CCOCC1	18%	?	6%	8%	19%	-12%	1.9%	-17%	-8%
CN(Cc1nc2ccccc2c(=O)[nH]1)C(=O)c1cc(-c2ccc(Br)cc2)nc2ccccc12	-14%	-4%	-19%	-17%	-44%	-17%	nt	-23%	0%
COc1ccccc1N(C)S(=O)(=O)c1ccc(C(=O)Nc2ccc(N3CCOCC3)cc2)cc1	-8%	-13%	8%	-8%	-2%	-15%	3.6%	-6%	11%
CC(=O)c1ccc(OCc2cc(C(=O)NC(C)c3cnn(C)c3)no2)cc1 (stereo not drawn)	13%	9%	-11%	5%	-27%	-23%	2.9%	0%	-3%
CCN(/N=C/C=C/c1ccccc1)c1cc(=O)n(C)c(=O)[nH]1	-4%	0%	-8%	-17%	-1%	-5%	2.2%	-13%	-4%
COC(=O)c1ccc2ccccc2c1OC1OC(CO)C(O)C(O)C1NC(C)=O (stereo not drawn)	12%	11%	1%	9%	-10%	-20%	1.6%	0%	-26%
CCS(=O)(=O)c1ccc2c(c1)N(S(=O)(=O)c1ccc(C)cc1)CC(C(=O)O)O2 (stereo not drawn)	28%[57.1 µM]	4%	0%	-17%[57.1 µM]	-30%	-9%	16%	?	2%
CCOC(=O)c1sc(NC(=O)CSc2nc(-c3ccco3)cc(C(F)(F)F)n2)c(C(=O)OC)c1C	16%	-5%	0%	6%	-10%	-8%	0.4%	-29%[57.4 µM]	-9%
Cc1ccc(NS(=O)(=O)c2ccc(OCC(=O)NCc3ccco3)cc2)cc1	-15%[57.1 µM]	8%	-1%	4%[57.1 µM]	-12%	-2%	0.2%	?	1%
O=C(NCc1ccccc1)c1ccc(CNS(=O)(=O)c2ccc(Br)cc2)cc1	29%	-5%	5%	2%	32%	-7%	1.9%	-12%	1%
COC(=O)c1ccc(C(=O)N(Cc2ccccc2)c2ccccc2)cc1	11%	6%	4%	-5%	28%	-15%	1.0%	-12%	0%
Cc1oc(-c2cccc(Cl)c2)nc1CN1CCC(C(=O)NCCCN2CC(C)CC(C)C2)CC1 (stereo not drawn)	26%	2%	-2%	3%	-11%	-23%	1.6%	nt	2%
CNC(=O)NC(=S)NC(=O)c1cccc(Cl)c1	-3%[57.1 µM]	1%	-2%	-2%[57.1 µM]	-4%	-18%	-2.1%	-23%	0%
Cc1ccc2ncccc2c1N	12%[57.1 µM]	0%	1%	8%[57.1 µM]	16%	-27%	-2.2%	1%	7%
CN(C(=O)COc1ncnc2sccc12)C1CCCCC1	3%	-7%	-1%	1%	13%	-25%	-0.6%	13%	2%
COCCN(CC(=O)NC1CCCCC1)C(=O)/C=C/C(=O)c1ccc(OC)cc1O	2µM*	-1%	?	9%[57.1 µM]	?	-15%	1.4%	-17%	-1%
Cc1nnc(NC(=O)CCC(=O)NCc2ccco2)s1	-1%	13%	1%	-4%	7%	3%	-0.1%	164%[activator]	-2%

Entries listed above shown as hits in 12-LOX inh:
SMILES	rTrxR1 inhibitor	IDH1 R132H inh	Vif-APOBEC3G blk	TrxR1 substrate	RGS4 inhibitor	USP1 inh	RXFP1 ag	12-LOX inh
Clc1ccc2oc(-c3ccccc3)cc(=NCCCN3CCOCC3)c2c1	17%[57.1 µM]	3%	-4%	-6%[57.1 µM]	-30%	-12%	0.5%	14µM*

Profiles from above.
Cc1nnc(NC(=O)CCC(=O)NCc2ccco2)s1 across the screens: rTrxR1 inhibitor: -1%; IDH1 R132H inh: 13%; Vif-APOBEC3G blk: 1%; TrxR1 substrate: -4%; RGS4 inhibitor: 7%; USP1 inh: 3%; RXFP1 ag: -0.1%; 12-LOX inh: 164%[activator]; Vif-APOBEC3F blk: -2%
O=C(Nc1ccc(N2CCCCC2)c(C(=O)O)c1)c1ccco1 across the screens: rTrxR1 inhibitor: -22%; IDH1 R132H inh: 2%; Vif-APOBEC3G blk: -7%; TrxR1 substrate: -1%; RGS4 inhibitor: -39%; USP1 inh: -17%; RXFP1 ag: 0.7%; 12-LOX inh: 0%[57.4 µM]; Vif-APOBEC3F blk: -18%
